From PubChem
NadD block: inhibitors of Staphylococcus aureus NadD; purified NadD enzyme, colorimetric absorbance read-out; inhibition, % at 20 µM; 360,000 compounds, 0.78% hits; in the data active = inhibition above about 26%; note: some compounds past the cut are filed as inactive
STEP inh: blocks human striatal-enriched tyrosine phosphatase | P54829 | 360,000 compounds, 0.25% hits | AID 588621 | recombinant STEP, OMFP fluorogenic substrate, fluorescence | inhibition, % at 20 µM;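 active = inhibition at 20 µM, scaled per plate between control wells, above about 37%, limit read from the data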;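 note: 0% = DMSO with enzyme and substrate and 100% = substrate only without enzyme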
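System: STEP phosphatase, cell-free reaction; Buffer or medium: Bis-Tris pH 6.0 buffer with DTT, detergent; Incubation: 20 min at room temperature, dark; Measured by: fluorescence, 480/540 nm.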
Scp-1 inhibitor: Scp-1 (human) phosphatase inhibition; Q9GZU7; Recombinant Scp1, phosphopeptide, malachite green phosphate absorbance; inhibition, % at 20 µM; 340,000 compounds, 0.88% hits; AID 493091;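 active = inhibition above about 50% at 20 µM, limit read from the data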;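 note: plate controls were DMSO wells with enzyme for no effect and wells lacking enzyme for full effect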
Target sequence (Q9GZU7 76-261 limits assumed): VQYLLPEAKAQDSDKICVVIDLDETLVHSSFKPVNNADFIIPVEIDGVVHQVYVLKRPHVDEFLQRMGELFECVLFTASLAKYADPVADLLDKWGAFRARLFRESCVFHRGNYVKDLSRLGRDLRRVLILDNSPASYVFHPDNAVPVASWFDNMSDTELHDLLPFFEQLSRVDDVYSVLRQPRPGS
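Assay system: SCP-1 catalytic fragment, aa 76-261 | Buffer or medium: Tris acetate buffer pH 5.5 with MgCl2 and Tween-20 | Compound: One concentration, 20 µM, with 1.0% DMSO | Also added: Phospho 17-mer peptide substrate | Signal: Absorbance at 630 nm | Incubation: 45 min enzyme reaction at room temperature | Measure: % inhibition of SCP-1 phosphate liberation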
Rpn11 inh: inhibitors of human proteasome Rpn11. O00487. human 26S proteasome, Ub4-pepOG fluorescence polarization; 20S core pre-blocked with epoxomicin. calls only at 20 µM. 360,000 compounds, 0.59% hits;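 active = inhibition at 20 µM, scaled to each plate's controls, above about 33%, limit read from the data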
Target sequence (O00487 whole entry, looked up): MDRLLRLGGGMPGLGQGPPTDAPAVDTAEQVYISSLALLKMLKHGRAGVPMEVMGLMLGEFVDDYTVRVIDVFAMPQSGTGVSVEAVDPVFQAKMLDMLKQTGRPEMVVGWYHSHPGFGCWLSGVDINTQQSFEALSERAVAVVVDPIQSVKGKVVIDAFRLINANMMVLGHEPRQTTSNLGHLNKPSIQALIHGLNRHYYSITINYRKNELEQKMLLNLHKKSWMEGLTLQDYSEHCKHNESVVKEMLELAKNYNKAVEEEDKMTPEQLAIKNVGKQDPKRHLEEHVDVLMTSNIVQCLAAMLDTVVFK
DNMT1 inh: blocks human DNA methyltransferase DNMT1 | P26358 | DNMT1 molecular beacon, Hinp1I cleavage, fluorescence | inhibition (reported as % activation of signal), % at 10 µM | 360,000 compounds, 0.83% hits; in the data active = inhibition above about 50%
LMPTP block: blocks human LMPTP phosphatase; P24666; recombinant LMPTP-A, OMFP fluorogenic substrate, fluorescence intensity; inhibition, % at 20 µM; 360,000 compounds, 0.22% hits; AID 651560;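 active = compounds that cut the enzyme signal by at least half of the control window in the single-dose screen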;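 note: plate controls were DMSO wells with enzyme plus substrate for no effect and substrate without enzyme for full effect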
Target sequence (P24666 whole entry, looked up): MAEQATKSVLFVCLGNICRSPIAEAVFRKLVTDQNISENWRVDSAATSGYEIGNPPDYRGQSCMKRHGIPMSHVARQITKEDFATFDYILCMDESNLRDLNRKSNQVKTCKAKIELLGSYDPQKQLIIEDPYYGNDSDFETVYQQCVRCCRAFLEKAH
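Material: LMPTP-A; amount: 0.625 nM enzyme; doses: single 20 µM dose; times: reaction 50 min, room temperature, dark; technique: fluorescence intensity of OMFP turnover product; benchmarks: no-enzyme and uninhibited controls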
CSN deneddyl inh: blocks human CSN-mediated cullin deneddylation; Purified CSN, SCF-Nedd8-OG deneddylation, fluorescence polarization; inhibition, % at 12.5 µM; 360,000 compounds, 0.38% hits; AID 651999;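 active = pattern-corrected inhibition above about 35%, with an unprinted fluorescence ratio check between 0.5 and 1.5, limit read from the data, passing the limit was not always enough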;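 note: 0% = enzyme with substrate and 100% = substrate without enzyme; some results filed as inactive read as strong as hits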
Target sequence (Q92905 whole entry, looked up, one chain of several): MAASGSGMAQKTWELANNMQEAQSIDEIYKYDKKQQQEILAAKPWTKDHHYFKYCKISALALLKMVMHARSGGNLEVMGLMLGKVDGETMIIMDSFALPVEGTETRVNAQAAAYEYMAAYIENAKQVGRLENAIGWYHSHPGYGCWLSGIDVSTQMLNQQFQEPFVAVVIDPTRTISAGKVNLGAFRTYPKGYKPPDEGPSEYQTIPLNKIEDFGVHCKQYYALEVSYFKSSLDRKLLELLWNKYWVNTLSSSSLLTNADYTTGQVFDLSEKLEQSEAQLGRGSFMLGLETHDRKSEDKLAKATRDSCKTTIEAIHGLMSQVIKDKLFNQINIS
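test system = HEK293T-derived human Csn5 enzyme | amount = 0.24 nM Csn5 enzyme, final concentration | medium = Tris/NaCl/DTT buffer, pH 7.5 | schedule = 90 min reaction at room temperature | signal = FP | evaluation = inhibition of Csn5 cleavage, % | compound dosing = single dose of 12.5 µM compound with 0.25% DMSO | probe or stimulus = 10 nM SCFSkp2-Nedd8OG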
TbMetRS inhib: Trypanosoma brucei MetRS inhibition. purified T. brucei MetRS, ATP depletion, Kinase-Glo luminescence. 360,000 compounds, 0.4% hits. inhibition, % at 11.9 µM;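 active = inhibition above a per-plate cutoff of the control wells' mean inhibition plus 3 SD, cut at about 5.5% in these data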;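 note: 0% = DMSO wells median and 100% = median of wells with control inhibitor compound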
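Dosing: 11.9 µM compound single dose, 0.9% DMSO; Assay system: purified T. brucei MetRS enzyme; Measured by: Kinase-Glo luciferase luminescence reporting remaining unconsumed ATP; Schedule: 15 min plus 2 h at 25 °C.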
SUMO1-SIM PPI: modulators of human SUMO1-mediated protein-protein interactions; P63165; SUMO1 binding to a labelled peptide, TR-FRET, 1 h; inhibition, % at 20 µM; 360,000 compounds, 0.33% hits; AID 602429; in the data active = inhibition above about 37%
MsrA inhibitor: bovine MsrA inhibition | 360,000 compounds, 0.75% hits | inhibition, % at 15.5 µM | purified bovine MsrA, absorbance read-out; in the data active = inhibition above about 4.5%;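 note: 0% = vehicle wells with enzyme and 100% = reference inhibitor wells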
Active calls of the source: *; i = inactive; . = no result given.

NadD block,STEP inh,Scp-1 inhibitor,Rpn11 inh,DNMT1 inh,LMPTP block,CSN deneddyl inh,TbMetRS inhib,SUMO1-SIM PPI,MsrA inhibitor,canonical_smiles
-13.3,3.6,-18.7,i,-8.6,4.4,-2.9,-1.3,-1.3,-0.2,Cc1cccc(C(=O)O/N=C/c2c(Cl)n(C)c3ccccc23)c1
-9.0,4.1,-5.1,i,0.9,-0.6,-2.8,0.0,-1.2,-1.4,CN1C(=O)C(=O)N(c2cccc(C(F)(F)F)c2)C1=O
-2.8,0.5,-10.7,i,0.6,-1.9,-2.0,-0.1,2.0,-0.1,CCNS(=O)(=O)c1ccc(Br)c(OC)c1
-0.2,8.2,61.5*,i,8.7,33.9,38.6*,-0.5,-8.9,0.8,O=C(N/N=C\c1cccnc1)c1cc(-c2ccc(Cl)s2)[nH]n1
3.1,-1.1,90.7*,i,4.2,21.6,0.8,-0.6,-17.6,-0.1,O=C(ONc1ccc(N=NC(=O)c2ccccc2O)cc1)c1ccccc1
-0.6,-1.0,-4.1,i,4.7,-0.2,-13.1,0.0,0.6,-1.5,O=C1CCC([N+](=O)[O-])C(c2ccc(Br)cc2)N1 (centres undefined)
-3.8,-0.4,0.5,i,-5.9,-0.9,-2.6,-0.1,-1.5,0.6,COc1ccc(C(=O)NCCn2cc(SCC(=O)N3CCOCC3)c3ccccc32)cc1
8.1,-0.6,7.1,i,-1.8,-0.4,0.9,-1.2,1.9,0.0,CC(=O)Nc1ccc(NC(=O)CSc2nnc(-c3ccccc3)n2Cc2ccc3c(c2)OCO3)cc1
-0.6,0.8,-2.3,i,-3.7,-1.2,-3.9,-0.2,1.4,-0.2,CCOC(=O)c1cc(-c2ccccc2C)nn1CC1CC(c2cccnc2)=NO1 (centres undefined)
-0.2,0.6,2.1,i,1.3,-0.3,-2.0,-0.7,-7.7,0.7,O=[N+]([O-])c1ccccc1Oc1cnc2ccccc2n1
-3.7,2.0,-2.5,i,15.4,1.4,-3.5,-0.9,-2.7,-0.6,CCOC(=O)c1c(NC(=O)Cn2nc(C(F)(F)F)cc2C)sc(C)c1C
-8.6,1.9,.,i,7.2,-1.3,0.9,-0.7,-6.5,0.8,CC(=O)N1CCN(Cc2cc(=O)oc3cc(C)c(C)cc23)CC1
-5.2,-2.8,-1.8,i,1.3,-2.2,0.1,-0.6,0.0,0.7,Cc1ccccc1CN1CCC(N2CCC(C(=O)NCC3CCCO3)CC2)CC1 (centres undefined)
-1.2,0.9,-8.6,i,-2.5,-2.2,1.4,-0.3,-2.1,0.6,CC1(C)CC(=O)c2cnc(N)nc2C1
-1.7,-3.3,.,i,0.8,-1.6,-6.4,-0.2,-3.7,-0.4,OC(COc1ccc(-c2ccccc2)cc1)CN1CCCCC1 (centres undefined)
5.7,3.9,-2.5,i,-11.4,-0.2,-0.9,0.6,13.5,0.9,COc1ccc(NC(=O)c2ccc(OC)c(S(=O)(=O)N3CCCCC3C)c2)cn1 (centres undefined)
-1.8,-0.9,-5.5,i,2.2,-1.3,0.9,0.0,0.2,1.7,COc1ccccc1CN(C)C(=O)CN1CCN(C(=O)c2cccs2)CC1
-1.7,1.0,2.7,i,0.6,3.6,2.4,-2.2,8.1,-0.5,Nc1cc(-c2ccccc2)n2c(n1)nc1ccccc12
-3.4,0.6,-9.8,i,-1.5,-1.2,-3.8,0.4,2.8,0.0,N#C/C(=C\N1CCOCC1)C(N)=O
-6.9,0.6,-21.4,i,-2.1,-1.4,3.7,-0.5,-2.3,0.4,FC(F)(F)c1cccc(N2CCN(Cc3cccnc3)CC2)c1
-0.2,-1.2,-4.6,i,1.3,0.6,1.9,-0.1,0.0,-0.4,COc1ccc(C(CC(=O)O)NC(=O)C2CCCCC2)cc1 (centres undefined)
-2.9,1.7,-8.6,i,0.6,-2.0,-0.3,-0.4,-3.4,1.4,CCOC(=O)C1CN(S(=O)(=O)c2ccccc2)C1
-6.7,1.8,-18.5,i,0.7,1.3,-2.6,0.4,10.9,-0.7,N#Cc1nc(COc2ccccc2)oc1N1CCCCCC1
-1.5,-2.0,-5.5,i,-0.1,-0.6,2.1,-0.4,-3.0,1.3,CC(=O)c1cc(Cl)ccc1OC(=O)c1ccco1
-0.3,-0.6,.,i,1.5,-1.6,0.3,0.3,2.3,-0.3,O=C(Nc1ccccc1)c1cc(C2CCCCN2C(=O)c2ccccc2)on1 (centres undefined)
-7.4,0.1,-9.3,i,-1.8,2.5,0.2,-0.2,-8.1,0.5,Cn1c(C=O)c(-c2ccc3c(c2)OCCO3)c2ccccc21
-1.7,-1.7,-4.2,i,0.2,1.2,4.4,-1.5,5.5,-0.4,OC(COc1ccc(F)cc1)CN1CCN(c2ccccc2F)CC1 (centres undefined)
-10.1,-3.2,-7.2,i,-1.0,-0.6,1.4,-0.3,3.9,-0.9,Cc1cccc(OCCCC(=O)Nc2ccc(S(=O)(=O)N3CCCC3)cc2)c1
-4.2,-0.6,-9.8,i,1.6,-1.4,1.9,-0.1,-1.8,-0.9,Clc1ccc(Nc2ccccc2)nn1
-6.1,0.9,-8.1,i,-1.0,1.1,-3.4,-0.4,-0.8,0.2,Nc1cc(Cl)ccc1C(=O)OCC(=O)NC1CCCCCCC1
-1.7,3.0,6.3,i,0.0,-0.8,-3.1,-0.3,3.0,-1.0,N#Cc1ccc(OCCN2CCc3ccccc3C2)cc1
2.9,-0.2,-6.2,i,3.5,-0.2,-5.3,-0.2,3.3,-1.2,CN(C(=O)COC(=O)c1ccc(C(C)(C)C)cc1)C1CCS(=O)(=O)C1 (centres undefined)
-9.4,-1.5,-10.3,i,-0.8,-0.4,4.3,-0.1,15.1,0.7,CCOc1ccc(S(=O)(=O)N2CCN(CC)CC2)cc1NC(=O)c1ccccc1F
-1.4,0.6,26.4,i,5.3,-1.1,-7.2,-1.4,-0.9,-1.5,CC(=O)N1CCCN(Cc2nc(C3(c4ccc(C)cc4)CCCC3)no2)CC1
17.3,.,.,.,.,1.1,-2.3,0.5,6.5,-0.7,CC(C)C[C@H]1CN(CCCC[C@@H]2CNC(=O)C(=O)N2CC2CCCCC2)C(=O)C(=O)N1CCC1CCCCC1
1.7,-1.7,-2.0,i,0.9,-0.6,-2.4,-1.1,2.3,0.8,COC(=O)NC1CCS(=O)(=O)C1 (centres undefined)
-0.1,-3.0,-9.6,i,-0.6,0.3,-2.4,-0.4,5.1,0.3,COc1ccccc1NC(=O)C1=C(C)Nc2nc(CCCO)nn2C1c1ccc2c(c1)OCO2 (centres undefined)
-2.0,2.4,-7.0,i,-0.1,-1.5,0.3,-0.5,9.8,-0.5,COc1ccc(CSc2nnnn2-c2ccc(C(=O)O)cc2)cc1
0.6,-5.4,.,i,1.5,3.7,-0.6,0.1,0.3,1.8,Cc1ccc(C(=O)NCC(=O)N(C)Cc2ccccc2C)s1
3.9,2.8,-4.2,i,0.8,1.5,3.8,82.6*,10.7,0.4,Brc1ccc2[nH]c3c(NCc4ccccn4)ncnc3c2c1
5.6,0.0,-4.2,i,1.3,-0.8,-7.1,0.1,-0.8,0.3,COc1ccc(-c2[nH]ncc2CN(C)C(C)c2ccon2)cc1F (centres undefined)
14.7,-1.3,5.5,i,10.4,-0.2,-0.8,-1.3,-0.6,-0.2,Cc1cccc(-c2nnn(Cc3nnc(NC(=O)c4ccccc4)s3)n2)c1
7.8,2.0,-11.2,i,-0.3,-0.3,-6.2,-0.8,3.4,2.6,CCOc1ccccc1C1C(C#N)=C(SCC(=O)OC)NC(=O)C1C(=O)OC (centres undefined)
8.5,5.6,34.2,i,-0.4,6.0,-2.2,-0.2,9.3,-2.1,CC(=O)[C@H]1CC[C@H]2[C@@H]3CC=C4C[C@@H](OS(=O)(=O)O)CC[C@]4(C)[C@H]3CC[C@]12C
2.7,-3.8,-2.8,i,2.4,-1.8,-4.4,0.0,3.2,1.1,O=C(O)c1cc(S(=O)(=O)N2CCCCC2)ccc1N1CCCC1
-3.4,2.5,18.3,i,0.7,1.8,-4.4,-0.4,-5.3,-0.2,O=C(CN1CCN(S(=O)(=O)c2ccccc2[N+](=O)[O-])CC1)NC(=O)NCc1ccco1
-2.9,-4.1,-6.5,i,-1.8,-2.4,-3.6,-0.8,-0.3,1.1,CC(=O)Nc1nnc(C)s1
16.2,0.2,15.6,i,42.0,2.6,6.0,-0.2,5.3,0.3,CC1CCN(c2c(NCc3ccc(C(=O)NCCc4ccc(Cl)cc4)cc3)c(=O)c2=O)CC1

Continued, overlapping the part above by 5 compounds.
NadD block,STEP inh,Scp-1 inhibitor,Rpn11 inh,DNMT1 inh,LMPTP block,CSN deneddyl inh,TbMetRS inhib,SUMO1-SIM PPI,MsrA inhibitor,canonical_smiles
8.5,5.6,34.2,i,-0.4,6.0,-2.2,-0.2,9.3,-2.1,CC(=O)[C@H]1CC[C@H]2[C@@H]3CC=C4C[C@@H](OS(=O)(=O)O)CC[C@]4(C)[C@H]3CC[C@]12C
2.7,-3.8,-2.8,i,2.4,-1.8,-4.4,0.0,3.2,1.1,O=C(O)c1cc(S(=O)(=O)N2CCCCC2)ccc1N1CCCC1
-3.4,2.5,18.3,i,0.7,1.8,-4.4,-0.4,-5.3,-0.2,O=C(CN1CCN(S(=O)(=O)c2ccccc2[N+](=O)[O-])CC1)NC(=O)NCc1ccco1
-2.9,-4.1,-6.5,i,-1.8,-2.4,-3.6,-0.8,-0.3,1.1,CC(=O)Nc1nnc(C)s1
16.2,0.2,15.6,i,42.0,2.6,6.0,-0.2,5.3,0.3,CC1CCN(c2c(NCc3ccc(C(=O)NCCc4ccc(Cl)cc4)cc3)c(=O)c2=O)CC1
-0.8,2.6,.,i,-8.2,3.4,-2.1,-0.1,0.0,0.4,CC(C)(C)c1cc(NC(=O)C2(C)CCN2C(=O)c2ccccc2CCc2ccccc2)no1 (centres undefined)
-1.1,3.4,-9.3,i,1.4,-2.4,-5.3,-0.1,7.0,0.3,Cc1nnc(SCC(=O)N(C2CCCCC2)C2CCS(=O)(=O)C2)n1C (centres undefined)
-5.2,-4.4,-2.7,i,0.5,-1.1,36.6*,-0.2,3.5,-0.1,CSCCC(NC(=O)c1ccco1)C(=O)NCCc1ccc(Cl)cc1 (centres undefined)
2.1,-2.5,-0.3,i,1.0,-0.5,1.6,-0.9,1.3,-0.5,Cc1ccccc1OCC(=O)Nc1nc2ccccc2[nH]1
-9.4,2.6,-5.4,i,-4.7,2.2,2.6,-0.9,6.7,-1.1,Cn1cc(CN2CCN(c3ccc(Cl)cn3)CC2)c(-c2ccccc2F)n1
